Source: PubChem BioAssay (National Center for Advancing Translational Sciences (NCATS))
Caspase-7 inhib: caspase-7 (human) inhibition, allosteric or competitive; P55210; Potency, µM (series often up to 57.5 µM), for the others: top-dose activity change, negative = inhibition, usual class: inhibitors; recombinant caspase-7, Ac-DEVD-AFC fluorescence rate; 75,000 tested, 0.02% active; active = well fitted inhibition curve with a large enough effect in the main read-out, with a control signal flat, not every such curve was filed as active; inconclusive = small, poorly fitted or top-dose-only effect, or a change in a side signal; note: potency is the fitted concentration of half-maximal effect; % of control where 0% means no effect
Target sequence (P55210 24-198 limits assumed): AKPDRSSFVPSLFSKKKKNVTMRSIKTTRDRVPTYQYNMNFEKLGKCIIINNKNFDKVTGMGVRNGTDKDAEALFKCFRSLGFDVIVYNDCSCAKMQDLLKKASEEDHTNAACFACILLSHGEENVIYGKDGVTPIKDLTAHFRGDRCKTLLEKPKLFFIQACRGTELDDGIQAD
Target sequence (P55210 207-303 limits assumed): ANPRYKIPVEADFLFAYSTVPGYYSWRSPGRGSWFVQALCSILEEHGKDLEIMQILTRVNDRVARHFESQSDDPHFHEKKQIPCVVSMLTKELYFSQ
BRCT inh green: blocks human BRCA1 BRCT binding to phosphopeptide, green readout; 75,000 tested, 0.05% active; Potency, µM (highest dose often 76.9 µM), for the others: at the highest dose activity change, negative = inhibition, actives largely listed as inhibitors; AID 875; P38398; BRCA1 BRCT-phosphopeptide binding, green fluorescence polarization;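 note: potency is the fitted concentration of half-maximal effect; plate controls were peptide without protein for full effect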
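Compounds were incubated for 12 min at room temperature with a complex of 100 nM fluorescein-tagged pBACH1 decapeptide and 250 nM His-tagged BRCT protein. Buffer was phosphate pH 7.3 with EDTA, DTT and Tween 20. Disruption of binding lowers the polarization signal.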
Rhodamine fluor: rhodamine region autofluorescence. Rhodamine-region fluorescence, 547/598 nm, Tris buffer; active compounds read high. max dye-equivalent concentration, M. 59,000 tested, 0.05% active; in the data active = max dye-equivalent concentration above about 11 nM; inconclusive = between about 1.1 nM and that limit
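Intensities are converted to rhodamine-equivalent concentration using a six-point rhodamine standard on each plate. Compounds sit 15 min at room temperature in 100 mM Tris buffer, pH 8.0; read uses the 547/598 nm excitation/emission pair.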
HEK293 cAMP ctrl: counter-screen for TSHR agonists: cAMP increase in parental HEK293. parental HEK293 CNG cAMP sensor, membrane potential fluorescence. Potency, µM (titrated, usually from 57.1 µM), without a hit: at the highest dose activation, hits mostly activators. 73,000 tested, 2.5% active. AID 938; note: potency is the fitted concentration of half-maximal effect; % of control where 0% means no effect; nearly all actives have a fitted effect of over 55% in size
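Counterscreen for endogenous-receptor signalling: CNG-channel HEK 293 cells report cAMP rise by membrane depolarization. After 60 min dye equilibration with 100 uM RO 20-1724, compounds incubated 30 min before bottom-read fluorescence at 590 nm.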
Caspase-1 inhib: allosteric or competitive inhibitors of human caspase-1. P29466. Caspase-1 enzyme, Ac-WEHD-AFC fluorogenic rate. Potency, µM (titrated, usually from 57.5 µM), inactives show at the top dose activity change, negative = inhibition, hits mostly inhibitors. 75,000 tested, 0.03% active. AID 900;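 note: potency is the fitted concentration of half-maximal effect; plate controls were vehicle for no effect and no substrate for full effect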
4MU fluor: compound fluoresces in the 4-MU spectral region. 59,000 tested, 11% active. max dye-equivalent concentration, M. compound autofluorescence, 340/450 nm, 4-MU equivalents; active compounds read high. AID 589; in the data active = max dye-equivalent concentration above about 10 nM; inconclusive = mostly about 1.1 nM to 9.6 nM
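Intrinsic fluorescence at 340/450 nm (ex/em) was read after 15 min at room temperature in pH 8.0, 100 mM Tris. Each compound concentration expressed as 4-MU-equivalent concentration from a six-point 4-MU standard series on each plate.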
Fluorescein autfl: compound fluoresces in the fluorescein spectral region. Compound autofluorescence, 480/540 nm, fluorescein-equivalent; active compounds read high. max fluorescein-equivalent concentration, M. 59,000 tested, 0.91% active; in the data active = max fluorescein-equivalent concentration above about 10 nM; inconclusive = between about 1.1 nM and that limit
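First, buffer (100 mM Tris, pH 8.0) dispensed; second, compounds and fluorescein standards pinned in; third, 15 min room-temperature incubation; finally, imaging at ex 480 nm/em 540 nm. Fluorescence normalized against the six-point fluorescein curve.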
A350 autofl: compounds fluorescent in Alexa 350 spectral region. AID 590. 59,000 tested, 11% active. Compound autofluorescence, 340/450 nm, Alexa 350 dye-equivalents; active compounds read high. max dye-equivalent concentration, M; in the data active = max dye-equivalent concentration above about 10 nM; inconclusive = mostly about 1.1 nM to 9.6 nM
BRCT PPI red: BRCT-phosphoprotein interaction inhibition (red fluorophore); P38398; BRCT-phosphopeptide binding, red fluorescence polarization; Potency, µM (highest dose often 76.9 µM), for inactives: top-dose activity change, negative = inhibition, most hits filed as inhibitors; 75,000 tested, 0.03% active; AID 892; note: % is set by controls: 0 for no effect and ±100 for the full control effect
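Fluorescence polarization: 100 nM His-tagged BRCA1 BRCT with 100 nM TAMRA-labelled phospho-BACH1 decapeptide, phosphate buffer pH 7.3 with 150 mM NaCl, DTT, 0.01% Tween 20; 12 min RT. Binding inhibition seen as FP decrease.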
Texas Red fluor: Texas Red region autofluorescence; Compound fluorescence, Texas Red channel, 547/618 nm; active compounds read high; AID 587; max dye-equivalent concentration, M; 59,000 tested, 0.06% active; in the data active = max dye-equivalent concentration above about 10 nM; inconclusive = between about 1.1 nM and that limit
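Compound fluorescence was read after 15 min at room temperature in 100 mM Tris, pH 8.0, using 547 nm excitation and 618 nm emission across a concentration series. It was expressed as Texas Red dye-equivalent concentration from an on-plate standard curve.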
USP2a inhib: inhibitors of human ubiquitin-specific protease USP2a. O75604. USP2a enzymatic assay, qHTS inhibition. Potency, µM (top dose mostly 38.3 µM), for inactives: top-dose activity change, negative = inhibition, actives largely listed as inhibitors. 60,000 tested, 0.1% active. AID 927;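 note: potency is the fitted concentration of half-maximal effect; nearly all actives have a fitted effect of over 60% in size; plate controls were DMSO for no effect and NEM full inhibition control for full effect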
Target sequence (O75604 whole entry, looked up): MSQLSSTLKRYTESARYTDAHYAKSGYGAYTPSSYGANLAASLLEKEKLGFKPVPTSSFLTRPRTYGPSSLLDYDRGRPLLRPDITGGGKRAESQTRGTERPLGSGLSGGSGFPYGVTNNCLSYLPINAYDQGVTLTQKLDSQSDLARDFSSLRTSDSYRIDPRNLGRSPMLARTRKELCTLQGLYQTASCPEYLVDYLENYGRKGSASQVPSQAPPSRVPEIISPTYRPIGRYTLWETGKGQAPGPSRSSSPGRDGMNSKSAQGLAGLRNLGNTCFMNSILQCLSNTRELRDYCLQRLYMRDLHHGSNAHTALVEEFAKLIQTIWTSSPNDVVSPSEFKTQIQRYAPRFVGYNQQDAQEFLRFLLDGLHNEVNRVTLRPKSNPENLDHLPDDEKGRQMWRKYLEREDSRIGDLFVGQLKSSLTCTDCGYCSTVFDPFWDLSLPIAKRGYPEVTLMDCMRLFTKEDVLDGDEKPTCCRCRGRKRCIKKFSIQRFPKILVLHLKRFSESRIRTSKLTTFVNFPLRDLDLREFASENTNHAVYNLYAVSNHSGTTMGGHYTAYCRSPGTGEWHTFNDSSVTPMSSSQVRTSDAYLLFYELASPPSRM
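USP2 core (20 nM final) was preincubated with compound for 30 min at RT in 20 mM Tris-HCl pH 8.0, 2 mM CaCl2, 2 mM beta-mercaptoethanol; Ub-PLA2 (20 nM) plus NBD C6-HPC (20 uM) then added, fluorescence read after 2.5 h.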
The depositor's hits bear a star; i = inactive; ? = inconclusive; nt = not tested or not shown; [ ] = dose if it differs, or a comment. Unless noted, calls come from the whole dose curve; as a rule, active = well fitted curve in the direction sought with a large enough effect; inconclusive = small, poorly fitted or top-dose-only effect, or another doubt; inactive = no such curve, though single readings can be large; an effect the other way counts as inactive or inconclusive.

SMILES	Caspase-7 inhib	BRCT inh green	Rhodamine fluor	HEK293 cAMP ctrl	Caspase-1 inhib	4MU fluor	Fluorescein autfl	A350 autofl	BRCT PPI red	Texas Red fluor	USP2a inhib
CCOc1ccc(C(CC(=O)O)NC(=O)COc2ccccc2)cc1 (stereo unspecified)	1%	0.8%	i	23%	2%	i	i	?	-0.1%	i	-3%
Cc1cc(OCC(=O)O)c(Cl)cc1Cl	-1%[11.5 µM]	-2.3%[15.4 µM]	i	18%[11.4 µM]	4%[11.5 µM]	i	?	i	-0.7%[15.4 µM]	i	nt
Cc1ccc(-c2csc3nnc(SCC(=O)Nc4nsc(-c5ccccc5)n4)n23)cc1	-2%	-1.7%	i	14%	-6%	i	i	i	0.6%	i	30%
c1ccc2c(Oc3ccc4c(c3)OCO4)nncc2c1	-5%	0.4%	i	-7%	1%	i	i	i	-1.4%	i	0%
Cc1cc(C)nc(NC(=O)CN2C(=O)c3ccccc3C2=O)n1	1%	-0.4%	nt	-2%[11.4 µM]	-1%	nt	nt	nt	2.0%	nt	1%[7.66 µM]
COc1ccc(CCNC(=O)C2CCN(C(=O)N(C)C)CC2)cc1OC	2%	-1.9%	i	4%	-2%	i	?	i	-1.2%	i	-3%
CCOc1ccc(N(CC(=O)N2CCc3ccccc32)S(=O)(=O)c2c(C)noc2C)cc1	-1%	-0.9%	nt	8%	-2%	nt	nt	nt	0.4%	nt	nt
COc1ccc(CCNC(=O)CCNS(=O)(=O)c2ccc3c(c2)CCN3C(C)=O)cc1OC	-1%	-2.1%	i	?	0%	i	i	i	-0.5%	?	5%
O=C(Cc1cc(=O)[nH]c(=O)[nH]1)N1CCC(Cc2ccccc2)CC1	1%	2.5%	nt	4%	-3%	nt	nt	nt	-0.8%	nt	nt
NS(=O)(=O)c1cccc2cccnc12	1%	-1.2%	i	-4%	-1%	i	i	i	-0.7%	i	2%
O=C(Nc1cc(=O)[nH]c2ncnn12)c1ccccc1Cl	-4%	1.6%	i	3%	-1%	i	?	i	0.6%	i	-9%
Cc1c(C(=O)NCC2CCCO2)oc2ccc(S(=O)(=O)N3CCCCC3)cc12 (stereo unspecified)	-2%	-1.9%	nt	9%	1%	nt	nt	nt	-0.7%	nt	nt
COC(=O)c1sc(S(=O)(=O)NCc2cccs2)c(C(=O)OC)c1C	0%	-1.3%	i	16%	-1%	?	i	?	0.1%	i	-1%
COC(=O)[C@@]1(Cc2ccc(F)cc2)[C@H]2c3cc(C(=O)N(C)C)n(CCc4ccc(OC)c(Br)c4)c3C[C@H]2CN1C(=O)c1ccccc1	-6%	0.2%	nt	27%	-3%	nt	nt	nt	-1.3%	nt	nt
Cn1c2ccc(F)cc2c2ncn(CCN3CCOCC3)c(=O)c21	0%	3.8%	i	-11%	-9%	3.8e-08M*	i	?	0.6%	i	4%
CC1Cc2ccccc2N1C(=O)CSc1nnc(CSc2ncccn2)n1C (stereo unspecified)	4%	-4.9%	i	-1%	3%	i	i	i	-0.6%	?	1%
Cc1cc(-c2ccccc2)c2nncn2n1	1%	0.2%	nt	4%[11.4 µM]	-1%	nt	nt	nt	-0.6%	nt	3%[7.66 µM]
CC(C)(C)NC(=O)CSc1nnc(Cc2ccc3c(c2)OCO3)n1C1CCCCC1	1%	-1.4%	i	26%	-1%	i	i	i	-1.0%	i	nt
CN1CCN(c2c3c(c(C#N)c4nc5ccccc5n24)CCCC3)CC1	nt	nt	i	nt	nt	?	i	?	nt	i	nt
O=CNCC(=O)NC1CCCCCC1	0%	0.5%	i	1%	-3%	i	i	i	0.1%	i	5%
Cc1cc2c(nc1C)CCCN2C[C@H](C)O/N=C\[C@@H](C)[C@H](OCc1ccccc1)C(C)C	-3%[11.5 µM]	-0.6%[15.4 µM]	nt	0%[11.4 µM]	-5%[11.5 µM]	nt	nt	nt	1.2%[15.4 µM]	nt	nt
COc1ccccc1NC(=O)Cn1cnc2c(oc3ccccc32)c1=O	1%	-1.2%	nt	18%	2%	nt	nt	nt	0.8%	nt	nt
Cc1cc(=O)oc2c(CN3CCCCC3)c(O)c(Cl)cc12	nt	nt	i	nt	nt	1.4e-05M*	?	1.6e-05M*	nt	i	nt
COc1ccc(C(=O)Nc2nc3nc(-c4ccccc4)cc(=O)n3[nH]2)cc1	1%	1.0%	i	0%	1%	i	?	i	1.9%	?	13%
N#Cc1c(/N=C/c2ccco2)sc2c1CCCCC2	1%	-1.3%	i	12%	-3%	i	i	i	0.6%	i	-3%
Cc1ccc(CCNC(=O)C2CCC(=O)N2C2CCCC2)cc1 (stereo unspecified)	0%	-0.6%	i	5%	1%	i	i	i	-2.3%	?	12%
O=C(Nc1ccccc1C(F)(F)F)N1CCC(N2CCCCC2)CC1	0%	-2.6%	i	4%	1%	i	?	i	-2.1%	i	-2%
COCCNC(=O)CN(c1ccc(C)cc1)S(=O)(=O)c1ccc(SC)cc1	-2%	-1.2%	nt	11%	-9%	nt	nt	nt	0.0%	nt	-2%
Cc1cc(NS(=O)(=O)c2ccc(NC(=O)C(C)Oc3ccc4c(C)cc(=O)oc4c3)cc2)no1 (stereo unspecified)	-5%	9.7%	i	1%	-1%	1.5e-08M*	?	1.6e-08M*	-0.8%	i	14%
O=C(COc1ccccc1Cl)N1CCCC1	-3%	-2.3%	i	-6%	0%	i	?	i	-0.2%	i	-5%
CCCCN1C(=O)NC(NC(C)=O)(C(F)(F)F)C1=O (stereo unspecified)	-1%	-0.4%	i	0%	1%	i	i	?	-0.1%	i	-6%
Cc1cc(C)n2nc(SCC(=O)c3cc(C)n(-c4cc(C)on4)c3C)nc2n1	-1%	0.9%	i	?	3%	i	i	i	1.0%	?	23%
c1ccc(-n2ncc3c2ncn2cnnc32)cc1	nt	-3.0%	i	6%	0%	i	?	i	0.6%	i	-8%
Cc1ccccc1COc1ccc(/C(O)=C2/C(=O)C(=O)N(CCCn3ccnc3)C2c2ccco2)cc1 (stereo unspecified)	nt	nt	i	nt	nt	i	i	i	nt	i	nt
COCCNC(=O)c1ccc(CS(=O)(=O)c2ccc(Cl)cc2)o1	-1%	-1.5%	i	-6%	0%	i	?	i	1.0%	i	-8%
Cc1ccc(S(=O)(=O)NCCCN2CCOCC2)c(C)c1	-1%	-0.4%	i	9%	0%	i	?	i	0.3%	i	-3%
CCCc1nc2ccccc2c(=O)n1/N=C/c1ccccc1O	-1%	3.9%	i	7%	-3%	i	i	i	2.0%	i	39%[activator]
O=C(CN1C(=O)CCC1=O)Nc1nc(-c2ccc(Cl)s2)cs1	0%	-0.6%	i	-13%	-3%	i	i	i	0.0%	i	19%
Cc1ccccc1Cn1c(=O)n(CCCC(=O)NCc2ccco2)c(=O)c2ccccc21	-1%	-2.1%	i	15%	-3%	i	i	i	1.2%	?	2%
Cc1nn(Cc2nc(-c3cccs3)no2)c(C)c1Br	-3%	1.2%	nt	25%	-4%	nt	nt	nt	-0.3%	nt	nt
CCOC(=O)C1C(=O)CC(C)(O)C(C(=O)OCC)C1c1cccc(OC(F)(F)C(F)F)c1 (stereo unspecified)	1%	-3.4%	i	18%	0%	i	?	i	-0.1%	i	13%
O=C(Cn1cc2c(n1)CCCC2)NC1CCCCCC1	-2%	-0.7%	nt	?	4%	nt	nt	nt	0.7%	nt	nt
Cc1nn(C(=O)c2ccoc2C)c(N)c1-c1ccccc1	-1%	0.9%	nt	7%	-3%	nt	nt	nt	-1.5%	nt	nt
O=C(Nc1cc(C(F)(F)F)ccc1N1CCOCC1)c1ccco1	-1%	-2.4%	i	11%	1%	i	?	i	-2.3%	?	-2%
CCOc1cc(C(=O)OCc2ccc(C(=O)OC)o2)cc(Br)c1OC	-3%	-3.5%	i	32µM*	-1%	i	i	i	0.0%	?	1%
Nc1ccc2oc(-c3cccs3)nc2c1	-1%	0.6%	i	-5%	-3%	i	i	i	1.1%	i	12%
CCOC(=O)N1CCN(c2c(-c3ccccc3)c3cc(Cl)ccc3[nH]c2=O)CC1	-1%	-1.4%	i	?	0%	4.8e-08M*	i	3.5e-08M*	0.5%	i	14%
COC(=O)c1ccccc1NC(=O)CC(NCc1ccccc1)C(=O)O (stereo unspecified)	-1%	-1.0%	i	7%	0%	i	i	i	0.3%	i	-1%
O=C(CC(C(=O)O)C1CCCO1)Nc1cccc(C(F)(F)F)c1 (stereo unspecified)	-1%	2.8%	i	7%	-2%	i	i	i	-0.1%	i	-3%
O=C(O)c1ccc(/C=N\N=C2c3ccccc3-c3ccccc32)cc1	-1%[11.5 µM]	-7.8%[15.4 µM]	i	27%[11.4 µM]	-1%[11.5 µM]	i	i	i	1.7%[15.4 µM]	i	nt
COc1cc(C2N(c3ccccn3)C(=O)C3CCCN32)cc(OC)c1OC (stereo unspecified)	0%	-0.9%	i	0%	0%	i	i	i	1.5%	i	2%

An excerpt from above with just 4MU fluor.
mol	4MU fluor
CCCc1nc2ccccc2c(=O)n1/N=C/c1ccccc1O	i
O=C(CN1C(=O)CCC1=O)Nc1nc(-c2ccc(Cl)s2)cs1	i

Only part of the results is shown; the hit share may differ from the screen's.
